High-throughput results: PubChem, The Scripps Research Institute Molecular Screening Center
NOTCH ag = NOTCH pathway agonism | NOTCH signaling luciferase reporter cells, luminescence | activation, % at 2.5 µM | hit rate 0.4% among 15,000; in the data active means activation above about 2.2%
S1P1 ag = activates the human S1P1 receptor; S1P1 agonist cell-based reporter assay; AID 1044; P21453; activation, % at 4.5 µM; hit rate 1.5% among 16,000; in the data active means activation above about 80%
Target sequence (P21453 whole entry, looked up): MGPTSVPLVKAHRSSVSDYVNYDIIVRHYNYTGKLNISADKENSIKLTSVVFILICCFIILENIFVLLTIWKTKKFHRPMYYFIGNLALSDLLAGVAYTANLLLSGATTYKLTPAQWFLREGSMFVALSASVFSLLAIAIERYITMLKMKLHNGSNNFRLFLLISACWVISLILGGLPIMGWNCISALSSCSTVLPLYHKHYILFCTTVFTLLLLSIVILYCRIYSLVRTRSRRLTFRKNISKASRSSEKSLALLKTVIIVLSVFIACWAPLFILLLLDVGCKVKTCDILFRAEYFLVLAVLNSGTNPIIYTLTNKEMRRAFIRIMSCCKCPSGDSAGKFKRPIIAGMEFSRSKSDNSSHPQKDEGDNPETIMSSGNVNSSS
PME-1 Maybridge = PME-1 (human) inhibition, Maybridge primary screen. Q9Y570. recombinant PME-1, FP-Rh probe fluorescence polarization. inhibition, % at 9 µM. hit rate 0.5% among 16,000; in the data active means inhibition above about 30%
luminol inh ctr = quenches luminol chemiluminescence in Nox1 counter-screen | AID 1823 | inhibition, % at 6.7 µM | HRP/luminol/H2O2 chemiluminescence counterscreen | hit rate 0.4% among 16,000; further: reference of the scale not given here
OPRK1 antag MB = OPRK1 (human) antagonism, Maybridge screen. P41145. OPRK1 cells, antagonist mode, fluorescence readout. inhibition, % at 9 µM. hit rate 0.4% among 16,000. AID 652031; in the data active means inhibition above about 50%
Target sequence (P41145 whole entry, looked up): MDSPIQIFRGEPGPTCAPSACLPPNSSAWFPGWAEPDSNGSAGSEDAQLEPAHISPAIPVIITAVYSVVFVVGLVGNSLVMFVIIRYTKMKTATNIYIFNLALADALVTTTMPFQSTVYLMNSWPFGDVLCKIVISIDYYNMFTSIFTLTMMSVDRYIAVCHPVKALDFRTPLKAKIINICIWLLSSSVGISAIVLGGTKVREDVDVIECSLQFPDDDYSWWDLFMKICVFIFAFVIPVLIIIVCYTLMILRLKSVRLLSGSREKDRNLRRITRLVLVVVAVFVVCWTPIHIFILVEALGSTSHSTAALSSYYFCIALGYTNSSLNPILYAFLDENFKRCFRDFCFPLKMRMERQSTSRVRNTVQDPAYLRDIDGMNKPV
Nox1 inh = inhibitors of human NADPH oxidase 1 (Nox1). Q9Y5S8. HT29 cells, luminol chemiluminescence ROS. inhibition, % at 6.7 µM. hit rate 0.81% among 16,000. AID 1792
TLR4-MyD88 inh = inhibitors of human TLR4-MyD88 binding; Cell-based TLR4-MyD88 binding inhibition assay; inhibition, % at 10 µM; hit rate 0.06% among 16,000; AID 811; in the data active means inhibition above about 45%
rat GALR2 agon = GALR2 (rat) receptor agonism. O08726. cell-based GALR2 agonist screen. activation, % at 10 µM. hit rate 0.5% among 16,000; in the data active means activation above about 15%
Numbers without * were called inactive; . = no result given. Unless noted, no stated cut-off is given here; in the data, active means inhibition above about 75%; inactive means the rest. These rows are one share of the data, so the mix of outcomes need not match the whole.

SMILES	NOTCH ag	S1P1 ag	PME-1 Maybridge	luminol inh ctr	OPRK1 antag MB	Nox1 inh	TLR4-MyD88 inh	rat GALR2 agon
CCOC(=O)C(=CNNC(=O)c1cnn(-c2ccc([N+](=O)[O-])cc2)c1C(F)(F)F)C(=O)OCC	-0.3	19	1	6	16	-33	9	-2
N#Cc1cc(F)cc(F)c1NC(=O)c1cccs1	-0.6	21	5	-6	23	25	1	-3
CC(C)c1ccc(Nc2c(Nc3ccc(C(C)C)cc3)c(=O)c2=O)cc1	-0.6	11	28	-7	11	14	0	-3
CN(C)/C=C/C=C/C=C/C(=O)c1ccc(Br)cc1	-0.4	4	-6	1	10	-55	2	-9
CC(C)NC(=O)O/N=C(\C#N)S(=O)(=O)c1ccc(Cl)cc1	-0.2	10	5	-4	20	33	0	-3
O=c1/c(=C/c2cccs2)sc2nnc(-c3ccc(Cl)cc3)n12	-0.8	-11	0	0	7	-12	9	-3
Cn1cnc(-c2ccccc2NC(=O)Nc2cccc(Cl)c2)n1	-0.2	0	1	9	-36	-51	-12	5
CCc1ccccc1CSc1n[nH]c(=O)n1Cc1ccco1	-0.4	-4	5	-5	-23	-14	-3	-5
N#C/C(=C\N1CCC(n2cccc2)CC1)S(=O)(=O)c1ccccn1	-0.3	-29	0	13	-6	12	-4	-5
CCCCn1c(O)c(C#N)c(C)c(N=Nc2ccc(C#N)cc2)c1=O	-0.5	3	5	15	-3	32	-5	-10
C[N+]1=C2CCCCC2(C)c2ccccc21 (centres undefined)	0.2	-3	2	0	4	6	-1	-3
Cc1cc2nc3c(nc2cc1C)CCCC3	-0.3	-28	3	-5	12	16	-3	-1
CC(C)(C)c1nc(N)nc(NNS(=O)(=O)c2ccccc2C(F)(F)F)n1	-0.5	28	2	1	-7	57	-5	-7
O=C(Nc1ccccc1C(=O)Nc1cccnc1)c1ccccc1	-0.2	-2	0	-2	-17	-8	-4	-7
N/C(=N\O)c1ccc([N+](=O)[O-])cc1	-0.2	0	3	-15	7	15	7	-5
Cc1c(CO)cnn1-c1ccc(F)cc1	-0.1	-7	2	-5	-2	10	-15	-5
CC1(C)NC(=O)N(CNc2ccc(F)cc2)C1=O	-0.1	13	2	-7	-3	-20	.	5
CCOC(=O)C1CCN(S(=O)(=O)c2ccc(-c3ccon3)s2)CC1	-0.1	12	5	-6	0	18	-5	3
COc1c([N+](=O)[O-])c(=O)oc2ccccc12	0.4	4	0	2	-5	-63	7	-5
O=c1c(Cc2ccc([N+](=O)[O-])cc2)c(-c2ccccc2)sc2ccccc12	-0.5	13	0	-7	-5	8	-3	-8
COc1cc(C2SCCS2)cc([N+](=O)[O-])c1OS(=O)(=O)c1cc(Cl)ccc1Cl	-0.4	1	0	-2	5	15	2	-4
Cc1c(C(=O)CC#N)sc2ccc(Cl)cc12	0.7	-8	0	0	-4	11	4	-7
CS(=O)(=O)N1CCc2ccccc2C1	-0.4	1	1	1	15	-39	-1	-3
OC(CNCc1csc2ccccc12)c1ccccc1 (centres undefined)	-1.0	-7	3	-1	-7	-2	2	-5
N#C/C(=N\O)C(=O)c1ccco1	-0.1	-4	1	1	-2	-10	0	-7

No new results follow: five of the compounds above.
SMILES	NOTCH ag	S1P1 ag	PME-1 Maybridge	luminol inh ctr	OPRK1 antag MB	Nox1 inh	TLR4-MyD88 inh	rat GALR2 agon
COc1cc(C2SCCS2)cc([N+](=O)[O-])c1OS(=O)(=O)c1cc(Cl)ccc1Cl	-0.4	1	0	-2	5	15	2	-4
Cc1c(C(=O)CC#N)sc2ccc(Cl)cc12	0.7	-8	0	0	-4	11	4	-7
CS(=O)(=O)N1CCc2ccccc2C1	-0.4	1	1	1	15	-39	-1	-3
OC(CNCc1csc2ccccc12)c1ccccc1 (centres undefined)	-1.0	-7	3	-1	-7	-2	2	-5
N#C/C(=N\O)C(=O)c1ccco1	-0.1	-4	1	1	-2	-10	0	-7

Following part:
SMILES	NOTCH ag	S1P1 ag	PME-1 Maybridge	luminol inh ctr	OPRK1 antag MB	Nox1 inh	TLR4-MyD88 inh	rat GALR2 agon
O=C(Nc1nccs1)c1ccncc1	-1.0	-4	0	-2	-15	-14	-4	0
Nc1nc(NCc2c(Cl)cccc2Oc2ccccc2)n[nH]1	-0.5	1	6	-6	-2	84*	-2	-7
COc1ccc(-c2cc(C(F)(F)F)n3nc(-c4ccco4)cc3n2)cc1OC	-0.5	52	-14	3	-12	-28	7	27*
COC(=O)c1ccc(Oc2ccc(Cl)cc2Cl)o1	1.1	1	11	-7	1	19	3	-6
Fc1cccc(Cl)c1CN1CCN(CCCNc2nccc(C(F)(F)F)n2)CC1	-0.7	-5	0	-1	6	-10	1	-2
COc1cc(NC(=O)C(C)(C)C)ccc1Br	-0.6	-8	0	-1	-11	-26	-1	-3
CC(C)(C)NC(=O)NCCO	-0.3	-13	1	0	2	-56	-1	-6
O=C(Nc1ccc2c(c1)OCCO2)C(=S)NCc1ccco1	-0.6	9	-2	-2	17	0	1	-2
Cc1[nH]nc2cccc(F)c12	.	-5	1	-5	10	-30	-18	-5
CC1N=C(SCc2c(F)cccc2Cl)N2C(C)N=C(SCc3c(F)cccc3Cl)N12 (centres undefined)	-0.8	-12	2	1	7	-37	2	-5
CCOC(=O)C(=CNNC(=O)c1ccc(OC)cc1)C(=O)OCC	-0.2	-6	1	7	-8	-6	-4	-2
C=CCN1C(=N)SC2CS(=O)(=O)CC21 (centres undefined)	-0.6	-10	2	-3	21	-14	-1	-7
Cn1cnnc1SCc1nc(-c2ccsc2)no1	-0.8	0	7	-8	6	-2	-9	-6
Cn1cnc(S(=O)(=O)N2CCCN(C(=O)OC(C)(C)C)CC2)c1	-0.5	-14	-1	2	5	-39	-16	-3
COc1ccc(OC)c(NC(=O)C(=O)NCCc2ccccn2)c1	0.1	-3	6	-3	-9	-2	5	-6
Nc1cc(Cl)ccc1Nc1ccncc1	0.1	-10	0	12	15	-20	18	-8
O=C(Oc1ccccc1N1CCOCC1)c1cccnc1Sc1ccc(Cl)cc1	-0.2	7	-4	8	6	65	8	-1
CN(C)/C=C/C(=O)c1cc(OCC(F)(F)F)ccc1OCC(F)(F)F	-0.2	3	-2	-1	16	-4	-1	-6
COC(=O)c1ccc(-c2cccs2)nc1C	-0.7	-9	0	0	-9	-49	8	-5
COc1ccc(S(=O)(=O)Nc2ccc(C#N)cc2)cc1OC	-0.3	-2	2	3	-1	-43	-6	2
S=C(c1ccccc1)N1CCOCC1	-0.4	1	-7	3	-5	-32	-9	-7
CC1(C)CC(=O)C(C(C2=C(O)CC(C)(C)CC2=O)c2ccc([N+](=O)[O-])s2)C(=O)C1 (centres undefined)	0.3	-9	7	0	11	17	1	-4
c1cncc(-c2nc3ccccc3s2)c1	-0.7	8	1	1	1	-9	2	-9
N/C(Cn1ccc(C(F)(F)F)n1)=N\OC(=O)Nc1ccc(SC(F)(F)F)cc1	-0.6	-2	-4	0	7	-6	6	-5
Cn1cnnc1S/C=C/C(=O)c1ccc(F)cc1	-1.2	-33	1	-2	-1	10	-4	-4

Other results follow:
SMILES	NOTCH ag	S1P1 ag	PME-1 Maybridge	luminol inh ctr	OPRK1 antag MB	Nox1 inh	TLR4-MyD88 inh	rat GALR2 agon
O=S1(=O)CCC(NS(=O)(=O)c2cccc3nonc23)C1 (centres undefined)	-0.7	-5	2	-3	12	2	-8	-7
CSc1n[nH]c(C23CC4CC(CC(C4)C2)C3)n1	-0.2	45	0	3	-2	-56	6	-1
COC(=O)c1ccccc1NC(=O)c1ccc(Oc2cc(Cl)cc(Cl)c2)o1	-0.3	30	-3	-6	-7	-14	-2	-5
FC(F)(F)Oc1ccc(OCc2n[nH]c(=S)o2)cc1	0.0	26	6	41	4	1	-9	-7
N#Cc1cccc(C(=O)Cc2cccc(Oc3ccccc3)c2)c1	-0.6	-4	3	9	11	-7	3	-7
O=[N+]([O-])c1cc(-c2nc(-c3cccc(C(F)(F)F)c3)no2)cs1	-0.3	75	3	0	7	-27	1	1
COC(=O)c1c(-c2c(Cl)cccc2Cl)noc1C(=O)NN	0.2	12	-3	3	2	-35	-7	-3
COc1ccc(S(=O)c2ccccc2C(=O)O)c(C(=O)O)c1 (centres undefined)	0.3	5	1	-1	8	-11	-3	-8
CC(=O)c1sc(-c2ccc(Cl)cc2)nc1C	-0.6	3	6	-3	-3	16	-3	-4
Cc1oc2ccccc2c1CCOC(=O)c1ccc(Cl)cc1	-1.0	4	0	1	-8	-70	-11	-4
CC(=O)O[C@H]1[C@H](OC(C)=O)[C@H](OC(C)=O)CO[C@@H]1c1nc2ccccc2s1	-1.1	4	0	2	2	-49	-6	-2
CC(=O)NNc1ncnc2c1sc1ncccc12	-0.4	17	7	-2	18	13	-1	-6
O=S(=O)(NC1Cc2ccccc2C1)c1cccc2nonc12	0.5	1	12	-4	-14	-3	-3	-9
COC(=O)c1c(C)oc(C)c1S(=O)(=O)N1CCC(O)(c2ccc(Cl)cc2)CC1	-0.4	4	7	-3	-3	7	3	-2
Cc1cc(/N=C/N(C)C)on1	-0.2	1	6	-4	7	35	20	-5
Cc1ccc(C)n1CCN1CCN(C(=O)c2cccc(C(F)(F)F)c2)CC1	-0.4	-24	5	0	-14	-33	2	-6
COc1ccc(S(=O)(=O)NCCSc2cc(C(F)(F)F)nc3ccccc23)cc1	-0.1	-28	4	-2	-6	-35	1	-7
CCOC(=O)c1c[nH]c2ccccc2c1=O	-0.2	-3	3	-5	17	6	-7	-3
COC(=O)c1cnc(SCc2ccc([N+](=O)[O-])cc2)n1C	-0.1	6	3	-3	10	10	3	-4
O=C(NC(=O)c1sc2ccccc2c1Cl)c1ccccc1O	-0.1	13	-7	5	-1	-35	4	-4
Nc1ccc(Oc2cc(C(F)(F)F)ccc2Cl)cc1F	-0.5	4	-2	2	1	-26	-6	2
Cc1ccc(S(=O)(=O)Nc2ccc(C)cc2NS(=O)(=O)c2ccc(F)cc2)cc1	0.2	20	20	24	-51	37	-4	-7
O=C(CS(=O)(=O)c1ccccc1)c1ccc(Cl)cc1	-0.2	-10	1	3	-12	-94	-5	-3
CSc1nnc(SCc2cc(=O)oc3cc(O)ccc23)s1	-0.1	22	6	-10	5	-7	-9	-4
Cn1nccc1N1C(=O)C2=C(SCCS2)C1=O	0.5	5	5	-5	10	16	7	-4

Fetched by compound from the entries so far (3):
SMILES	NOTCH ag	S1P1 ag	PME-1 Maybridge	luminol inh ctr	OPRK1 antag MB	Nox1 inh	TLR4-MyD88 inh	rat GALR2 agon
COC(=O)c1c(-c2c(Cl)cccc2Cl)noc1C(=O)NN	0.2	12	-3	3	2	-35	-7	-3
O=c1/c(=C/c2cccs2)sc2nnc(-c3ccc(Cl)cc3)n12	-0.8	-11	0	0	7	-12	9	-3
CC(C)(C)NC(=O)NCCO	-0.3	-13	1	0	2	-56	-1	-6

The list goes on:
SMILES	NOTCH ag	S1P1 ag	PME-1 Maybridge	luminol inh ctr	OPRK1 antag MB	Nox1 inh	TLR4-MyD88 inh	rat GALR2 agon
CC1OC(=O)N(c2cc(Cl)cc(Cl)c2)C1=O (centres undefined)	-0.8	-5	-3	3	-2	-45	-5	-7
Cc1cc(-c2csc(=S)n2Nc2ccccc2)ccc1Cl	-0.3	-32	-10	-5	-12	-8	0	-4
CSC(=NCc1c(Cl)cccc1Oc1ccccc1)NC#N	.	7	6	-6	-18	-1	-12	-5
O=C(Nc1ccc(F)cc1)c1cc2cc(Cl)ccc2[nH]1	-0.7	-1	-30	-5	7	21	-5	-1
NC(N)=NC1=NC(=O)CS1	0.3	-17	0	1	-10	-5	-6	-9
CC(=O)Oc1ccc(OC(C)=O)c2cc3c(OC(C)=O)ccc(OC(C)=O)c3cc12	-0.6	-7	0	3	9	42	-6	-3
O=C(Nc1csc(-c2cccs2)n1)Nc1ccc(F)cc1F	-0.2	-14	-2	2	-6	-29	-6	-3
CNc1ccc(Cl)cc1C(=O)Nc1nnc(C)s1	-0.2	-15	-2	-1	-19	11	1	1
COC(=O)c1sc(-c2ccc(Cl)cc2)cc1NC(=O)c1ccccc1C(=O)O	0.0	-22	-34	1	-6	22	-13	-4
NNC(=O)C12CCC(CC1)C2	-0.4	-7	3	-1	16	-25	6	-5
N#CCSC1=CC(=O)CC(c2ccccc2)S1 (centres undefined)	-0.2	91*	1	3	-40	-46	4	0
N#Cc1ccc(-c2ccccc2F)cc1	0.5	-1	5	-9	-7	-3	-2	-4
O=C(Nc1ccccc1OCc1ccc(Cl)c(Cl)c1)c1ccco1	-0.4	28	4	2	31	-44	7	-8
O=C1c2ccccc2C(=O)N1CN(CCCn1ccnc1)CN1C(=O)c2ccccc2C1=O	-0.8	-20	-5	1	9	-26	2	0
Cc1cc(S(=O)(=O)Cc2cccc(F)c2)c(Cl)cc1Cl	-0.7	-1	-120	-1	-11	-13	-10	-2
COC(=O)c1sccc1OCc1nnc(-c2ccc(OC)cc2)o1	-0.2	-8	5	-8	7	20	-2	-3
